High-throughput results deposited in PubChem by National Center for Advancing Translational Sciences (NCATS).
GCN5L2 inh = GCN5L2 (KAT2A) acetyltransferase inhibition; Q92830; GCN5L2 HAT assay, ThioGlo1 CoA-SH fluorescence; Potency, µM (top dose mostly 58.9 µM), inactives show top-dose activity change, negative = inhibition, hits mostly inhibitors; actives 0.21% (n = 390,000)
Target sequence (Q92830 whole entry, looked up): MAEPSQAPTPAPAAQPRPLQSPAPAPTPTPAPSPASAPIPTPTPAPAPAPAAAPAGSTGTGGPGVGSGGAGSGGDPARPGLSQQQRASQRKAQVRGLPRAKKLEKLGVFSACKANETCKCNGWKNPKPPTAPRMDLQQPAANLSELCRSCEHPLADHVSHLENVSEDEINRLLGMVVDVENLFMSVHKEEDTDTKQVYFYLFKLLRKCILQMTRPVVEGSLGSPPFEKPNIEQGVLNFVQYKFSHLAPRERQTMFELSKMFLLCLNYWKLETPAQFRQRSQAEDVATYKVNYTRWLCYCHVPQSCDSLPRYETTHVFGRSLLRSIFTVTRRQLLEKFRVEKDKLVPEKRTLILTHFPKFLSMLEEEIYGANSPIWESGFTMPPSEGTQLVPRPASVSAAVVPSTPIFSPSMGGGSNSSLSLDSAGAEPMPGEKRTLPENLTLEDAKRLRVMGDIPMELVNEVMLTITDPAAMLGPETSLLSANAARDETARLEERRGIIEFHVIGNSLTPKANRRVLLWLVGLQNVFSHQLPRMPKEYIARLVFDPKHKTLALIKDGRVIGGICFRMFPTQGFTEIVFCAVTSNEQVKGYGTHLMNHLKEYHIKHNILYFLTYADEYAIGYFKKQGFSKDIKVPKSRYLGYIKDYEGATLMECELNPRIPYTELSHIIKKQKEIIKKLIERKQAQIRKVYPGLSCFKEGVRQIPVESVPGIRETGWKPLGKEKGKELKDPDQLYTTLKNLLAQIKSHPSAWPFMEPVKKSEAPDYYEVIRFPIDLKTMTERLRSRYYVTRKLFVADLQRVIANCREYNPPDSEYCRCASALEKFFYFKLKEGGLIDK
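Enzyme at 20nM final was mixed with library compounds for 15 min at room temperature. Peptide H3(1-25) at 75uM, acetyl-CoA at 70uM and ThioGlo1 at 50uM were then added. Plates were read immediately and after 20 min (Ex340nm/Em540nm).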
N370S GC = inhibits or activates N370S mutant glucocerebrosidase; P04062; N370S GC spleen homogenate, 4MU-glucoside fluorescence; Potency, µM (series often up to 59.4 µM), inactives show top-dose activity change, negative = inhibition, actives largely listed as inhibitors; actives 0.092% (n = 330,000); AID 2101;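 further: 0% = full enzyme activity and -100% = no enzyme basal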
FEN1 inh = inhibitors of human flap endonuclease 1 | actives 0.35% (n = 390,000) | Potency, µM (titrated, usually from 114 µM), without a hit: at the top dose activity change, negative = inhibition, most hits filed as inhibitors | P39748 | Recombinant FEN1 flap cleavage, fluorescence, 15 min; further: nearly all actives have a fitted effect of over 65% in size
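Enzyme 10 nM, 15 min RT preincubation with compound; start with substrate 50 nM final; reads at 0 and 15 min; qHTS titration, four-parameter Hill fit.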
The depositor's hits bear a star; ? = inconclusive; . = no result given; & = joins results of further samples. The call rests on the fitted dose curve; in most records, active means well fitted curve in the direction sought with a large enough effect; inconclusive means small, poorly fitted or top-dose-only effect, or another doubt; inactive means no such curve, though single readings can be large; an effect the other way counts as inactive or inconclusive. Unless noted, on the % scale 0 is the no-effect control and ±100 the full control effect; potency means the concentration at half of the fitted maximal effect. The list is partial; the hit share may differ from the screen's.

The first seven compounds, ahead of the listing:
SMILES	GCN5L2 inh	N370S GC	FEN1 inh
O=C(O)CCC(=O)OCc1c(-c2ccccc2)ncc2ccccc12	-7%	.	0%
COc1cccc(-n2nnc3c(=O)n(Cc4ccccc4F)cnc32)c1	-2%	16%	0%
COC(=O)C1CCN(C(=O)COC(=O)c2cccc(NS(=O)(=O)c3ccccc3)c2)CC1	-3%	4%	2%
CCN(CC)S(=O)(=O)c1ccc2c(c1)c(=O)c(C(=O)NCCc1ccccc1)cn2C	-11%&-4%	-1%	-6%&-3%
O=C(CCN1C(=O)C2C3C=CC(C3)C2C1=O)Nc1ccccc1F (stereo not drawn)	-15%	-7%	7%
Cc1cc(Nc2nc(Cl)c(Cl)cc2Cl)n(-c2ccccc2)n1	0%	?	-2%
COc1ccc(OC)c2sc(N3CCN(C(=O)C4CC4)CC3)nc12	-9%	.	-7%

The whole of this part (from the top)
SMILES	GCN5L2 inh	N370S GC	FEN1 inh
O=C(O)CCC(=O)OCc1c(-c2ccccc2)ncc2ccccc12	-7%	.	0%
COc1cccc(-n2nnc3c(=O)n(Cc4ccccc4F)cnc32)c1	-2%	16%	0%
COC(=O)C1CCN(C(=O)COC(=O)c2cccc(NS(=O)(=O)c3ccccc3)c2)CC1	-3%	4%	2%
CCN(CC)S(=O)(=O)c1ccc2c(c1)c(=O)c(C(=O)NCCc1ccccc1)cn2C	-11%&-4%	-1%	-6%&-3%
O=C(CCN1C(=O)C2C3C=CC(C3)C2C1=O)Nc1ccccc1F (stereo not drawn)	-15%	-7%	7%
Cc1cc(Nc2nc(Cl)c(Cl)cc2Cl)n(-c2ccccc2)n1	0%	?	-2%
COc1ccc(OC)c2sc(N3CCN(C(=O)C4CC4)CC3)nc12	-9%	.	-7%
COC(=O)N1CCC[C@@]2(CCN(c3ccncc3)C2)C1	-2%	-2%	.
O=C(CSc1nnc(Cn2nnc3ccccc32)o1)N(Cc1ccc(F)cc1)c1ccccc1	-2%	-7%	-15%
Cc1nn(-c2ccc(Cl)c(Cl)c2)c(=O)c2ccccc12	-8%	3%	8%
C[C@@H]1CC[C@]2(O[C@@H](CCO)C[C@H](O)[C@H]2O)O1	-1%	0%	-5%
CCOc1ccccc1NC(=O)Nc1cc(S(=O)(=O)N(C)C)ccc1C	-7%	3%	4%
CN(C)N1C(N)=C(C#N)C(c2ccc(Br)cc2)C2=C1CCCC2=O (stereo not drawn)	-22%	11%	2%
c1ccc(-c2nnc(-c3ccccc3)nn2)cc1	3%	12%	-6%
COc1ccc(/C=C2\SC(=S)N(CC(=O)N(C)C3CCS(=O)(=O)C3)C2=O)cc1 (stereo not drawn)	-10%	-18%	3%
CC(C)c1ccc(NS(=O)(=O)c2ccc3c(c2)NC(=O)CO3)cc1	?	-4%	9%
CC(C)(C)SCCNS(=O)(=O)c1ccc(Cl)cc1	4%	-2%	-1%
CCN(CC)c1ccc(/C=N/N2CCN(Cc3ccccc3)CC2)c(O)c1	-6%	-16%	-13%
CCOC(=O)N1CCC(N2CC34C=CC(O3)C(C(=O)Nc3ccc(F)cc3)C4C2=O)CC1 (stereo not drawn)	-6%	-3%	15%
CC12CCC(C(=O)NCCCN3CCOCC3)(OC1=O)C2(C)C (stereo not drawn)	-5%	3%	1%
COc1cc2c(cc1OC)C(C)N(C(=O)CCN1C(=O)C3C4C=CC(C4)C3C1=O)CC2 (stereo not drawn)	0%	3%	8%
CCN(CC)c1c([N+](=O)[O-])ncn1C	-4%	4%	-9%
COc1ccc(-c2nc3cc([N+](=O)[O-])ccc3o2)cc1	-3%	1%	5%
O=C(Nc1nnc(C2CC2)s1)C1CCCO1 (stereo not drawn)	-11%	-1%	-1%
CC(=O)N1CCN(C(=O)c2cc(S(=O)(=O)N3CCN(c4ccccc4)CC3)ccc2Cl)CC1	2%	-5%	7%
COc1ccccc1C1NC(=O)CS1 (stereo not drawn)	-5%	-24%	-4%
COc1ccccc1N1CCN(S(=O)(=O)c2ccccc2)CC1	-7%	-3%	3%
O=C(CCNC(=O)Cn1ccc2ccccc2c1=O)NCCc1ccccc1Cl	-7%	2%	7%
O=C(COc1cccc(C(F)(F)F)c1)NNC(=O)Cn1c(=O)cnc2ccccc21	0%	0%	-5%
CCOc1ccc(-n2c(Cc3ccccc3)nnc2SCc2nc(-c3cccs3)no2)cc1	-5%	.	-15%
Cc1ccc2cc(CN(CCN(C)C)C(=S)Nc3ccccc3)c(=O)[nH]c2c1C	-5%	-7%	-4%
COCCNc1nc(-n2nc(C)cc2C)nc2sc3c(c12)CCCC3	.	?	-10%
Cc1ccc(NC(=O)C(=O)NCC(c2cccnc2)N2CCOCC2)cc1Cl (stereo not drawn)	-9%	.	10%
Cn1c(C(=O)N2CCCC(Nc3ccc(F)cc3)C2)cc2ccccc21 (stereo not drawn)	-4%	-22%	-3%
Clc1cc(Br)ccc1OCCCNCc1ccccc1	1%	-24%	4%
CCn1cc(C(=O)N2CC(C)CC(C)C2)c(=O)c2cc(S(=O)(=O)N3CCCC3)ccc21 (stereo not drawn)	3%	10%	-16%
COc1cc(C(=O)Nc2ccc(N3CCOCC3)cc2)ccc1OCc1c(C)noc1C	-9%	0%	-6%
Clc1cc(Br)ccc1OCCOCCOc1cccc2cccnc12	15%	-1%	-6%
O=C(OC1Cn2c(=O)ccc(=O)n2C1)c1ccc([N+](=O)[O-])cc1	-3%	-2%	11%
COc1ccc(C(=O)N2CCC(C(=O)NC3CC3)CC2)cc1	-1%	1%	-15%

A different layout for part of the listing above:
GCN5L2 inh,N370S GC,FEN1 inh,Compound
-3%,-2%,11%,O=C(OC1Cn2c(=O)ccc(=O)n2C1)c1ccc([N+](=O)[O-])cc1
-1%,1%,-15%,COc1ccc(C(=O)N2CCC(C(=O)NC3CC3)CC2)cc1

(listing goes on)
SMILES	GCN5L2 inh	N370S GC	FEN1 inh
CCNc1ccc(C(=O)OCC(=O)Nc2cc(C)on2)cc1[N+](=O)[O-]	-3%	.	17%
O=C(Cn1nnc(-c2cccs2)n1)N1CCOCC1	0%	-7%	5%
COc1ccccc1NC(=O)C1=C(C)Nc2nc(-c3ccco3)nn2C1c1ccccc1 (stereo not drawn)	-2%	.	-7%
N#C/C(=C/c1ccc(OCc2ccccc2)cc1)C(=O)NC1CCCCC1	11%	4%	-11%
COc1ccc(NC(=O)c2c(N)c(C(=O)c3ccc(OC)cc3)n3ccccc23)cc1	-18%	.	-21%
COc1ccc(CC(=O)N(c2ccccc2)c2nc(C)cs2)cc1	1%	-3%	0%
CN(CCO)c1ncnc2nc[nH]c12	2%	4%	17%
COc1cccc(C2C(C(=O)Nc3ccccc3OC)=C(C)Nc3nc(-c4ccco4)nn32)c1 (stereo not drawn)	-10%	.	?
COC(=O)c1ccc(-n2cc(-c3ccc(OC)cc3)[nH]c2=S)cc1	0%	-21%	-12%
COc1ccc(OC)c(C(=O)CN2C(=O)C(=O)N(C3CCCC3)C2=O)c1	-8%	.	13%
c1ccc2scnc2c1	.	1%	-9%
CCCC(=O)NCCc1c(I)[nH]c2ccc(OC)cc12	0%	-4%	.
CC(=O)c1ccc(NC2CC(O)C(O)CO2)cc1 (stereo not drawn)	-8%	-9%	6%
O=c1[nH]c2ccccc2nc1/C=C/c1ccc(F)cc1	-8%	?	8%
COc1ccc(CNC(=S)NCc2ccc(F)cc2)cc1OC	-27%	0%	-6%
Cc1ccccc1OCC(=O)Nc1ccc([N+](=O)[O-])cc1	-16%	-1%	0%
COc1cc(SC)ccc1C(=O)Nc1ccncc1	-4%	1%	-18%
Cc1ccc(C)c(OCc2ccc(C(=O)NN)o2)c1	-4%	5%	-4%
CCc1c(C(=O)NNC(=S)NCc2ccccc2)csc1C	-8%	17%	3%
COC(=O)c1cnn(-c2nc3c(C)cccc3s2)c1C	-6%	22%	-3%

Ordered by molecular weight (lowest first): part of the list above.
SMILES	GCN5L2 inh	N370S GC	FEN1 inh
Cc1ccc(C)c(OCc2ccc(C(=O)NN)o2)c1	-4%	5%	-4%
Cc1ccccc1OCC(=O)Nc1ccc([N+](=O)[O-])cc1	-16%	-1%	0%
CCc1c(C(=O)NNC(=S)NCc2ccccc2)csc1C	-8%	17%	3%

Next records follow:
SMILES	GCN5L2 inh	N370S GC	FEN1 inh
NC(=O)N/N=C/c1ccccc1OCc1cccc2ccccc12	-5%	-4%	8%
O=C(N/N=C/c1ccc(OC(F)F)cc1)c1cc[n+]([O-])cc1	-7%	-13%	0%
O=C(Cn1ccc([N+](=O)[O-])n1)NCCc1c[nH]c2ccccc12	0%	2%	-4%
CC(C)CN1C(=O)c2ccc(C(=O)NCc3ccccn3)cc2C1=O	-2%	1%	16%
CCC(=O)Nc1ccc(C(=O)NNC(=O)c2cc(OC)c(OC)c(OC)c2)cc1	-4%	-8%	-3%
COC(=O)COc1ccc(S(=O)(=O)N2CCc3ccccc3C2)cc1C	-7%	4%	-21%
CNC(=S)Nc1cccc2[nH]ncc12	-1%	-19%	-6%
CCOc1ccc(C(=O)Nc2cc(OC)ccc2OC)cc1	-3%	-13%	-7%
CCCN1C(=O)/C(=C/c2ccncc2)SC1=S	3%	16%	-9%
CCOc1ccc(Br)cc1C1C(C(=O)OC)=C(C)NC2=C1C(=O)c1ccccc12 (stereo not drawn)	-13%	.	-14%
COc1ccc(N2CC(C(=O)NC3CC(C)(C)NC(C)(C)C3)CC2=O)cc1 (stereo not drawn)	-7%	6%	-1%
Nc1ccc(-c2cc3ccccc3c(=O)o2)cc1	-1%	.	-4%
CC(C(=O)N1c2ccccc2Sc2ccccc21)n1nnc(-c2cccs2)n1 (stereo not drawn)	-20%	16%	1%
COc1ccc(NC(=O)C2=C(C)C(=O)OC23CCC(C)CC3)cc1Cl (stereo not drawn)	-7%	-7%	-2%
CCCC(=O)Nc1cccc(-c2cn3cccnc3n2)c1	-15%&-5%	?	22%&14%
CCOc1cc(-c2cc(-c3ccc(C)o3)nc(N)c2C#N)ccc1O	2%	-5%	1%
Fc1cc(F)c2nc(Nc3nc4cc5c(cc4s3)OCO5)sc2c1	-2%	2%	?
CC(NC(=O)[C@H](C)N1C(=O)N2CCc3c([nH]c4ccccc34)[C@@]2(C)C1=O)c1ccccc1 (stereo partly drawn)	-14%	?	8%
Cc1ccc(NC(=O)c2cn(CCC#N)nc2-c2cccs2)c([N+](=O)[O-])c1	-20%	20%	-18%
Cc1nc2oc3ccc(Cl)cc3c(=O)c2cc1C(=O)O	-4%	-9%	-2%

Quoted from the listing.
Entry of `CCCC(=O)Nc1cccc(-c2cn3cccnc3n2)c1` under GCN5L2 inh: -15%&-5%
Entry of `CCOc1ccc(Br)cc1C1C(C(=O)OC)=C(C)NC2=C1C(=O)c1ccccc12` (stereo not drawn) under GCN5L2 inh: -13%
Entry of `CCCN1C(=O)/C(=C/c2ccncc2)SC1=S` under GCN5L2 inh: 3%

Going on with the list.
SMILES	GCN5L2 inh	N370S GC	FEN1 inh
COCCn1c(=O)cnc2cnc(N3CCOCC3)nc21	-13%	0%	.
CC(=O)Nc1ccc(NC(=O)COC(=O)c2cc(S(=O)(=O)N(C)C)ccc2N2CCCC2)cc1	-4%	-10%	-5%
Cc1sc2nc(SCC(=O)N3CCN(CCO)CC3)n(-c3ccccc3)c(=O)c2c1C	0%	8%	14%
COc1cc(C(=O)N(CCc2ccccc2)C2=CC3CCC(C2)N3C)cc(OC)c1OC (stereo not drawn)	-2%	2%	3%
Nc1ccc(N2CCCCC2)c2nonc12	-4%	0%	?
Cc1oc2c(C)c(O)ccc2c(=O)c1-c1nncn1-c1ccccc1	3%	7%	-3%
Cc1cccc2sc(N(Cc3cccnc3)C(=O)Cc3ccccc3)nc12	-13%	.	-22%
COC(=O)c1sc(Nc2ccccc2)nc1C	?	9%	-12%
O=C(CCCCCBr)N1CCC(CC2CC(c3cccc(Br)c3)=NO2)(C(=O)NCC2CCCCC2)CC1 (stereo not drawn)	-9%	?	-8%
C[C@H](CO)N1C[C@H](C)[C@@H](CN(C)S(=O)(=O)c2ccccc2)Oc2ccc(NC(=O)Cc3ccccc3)cc2C1=O	-9%	.	-15%
O=C(Nc1ccccc1[N+](=O)[O-])c1ccc(S(=O)(=O)N2CCCC2)cc1	-3%	-1%	-4%
CCOc1ccccc1N1CC(C(=O)NCCc2ccc(S(N)(=O)=O)cc2)CC1=O (stereo not drawn)	-6%	18%	-4%
CCOC(=O)c1c(-c2ccccc2)oc2ccc(N(C(C)=O)S(=O)(=O)c3ccc(CC)cc3)cc12	-6%	.	0%
